Source: PubChem BioAssay
D2 potentiator: D2 dopamine receptor (human) potentiation | P14416 | HEK293 T-REx D2, calcium flux, EC20 dopamine potentiation | potentiation, % at 10 µM | 340,000 tested, 0.34% active;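 active means potentiation over 3 SD above the plate norm, cut at about 30% in these data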; further: 0% is about no effect
Target sequence (P14416 whole entry, looked up): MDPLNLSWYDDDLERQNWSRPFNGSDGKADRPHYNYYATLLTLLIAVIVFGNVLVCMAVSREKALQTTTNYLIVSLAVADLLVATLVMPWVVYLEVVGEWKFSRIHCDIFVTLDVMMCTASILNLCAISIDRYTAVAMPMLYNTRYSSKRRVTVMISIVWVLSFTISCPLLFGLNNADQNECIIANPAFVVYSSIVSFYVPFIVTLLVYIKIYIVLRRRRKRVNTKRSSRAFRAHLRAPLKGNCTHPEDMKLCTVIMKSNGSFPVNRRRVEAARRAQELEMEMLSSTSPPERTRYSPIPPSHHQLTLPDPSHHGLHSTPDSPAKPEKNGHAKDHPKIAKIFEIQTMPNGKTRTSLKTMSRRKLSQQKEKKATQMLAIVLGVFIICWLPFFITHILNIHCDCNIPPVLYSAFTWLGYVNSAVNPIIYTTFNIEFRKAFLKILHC
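Calcium flux readout, no-wash dye, 1 read/s. Inducible HEK293 Trex D2 line, overnight 30 C. Compound alone 180 s (agonist flags), then EC20 dopamine, another 180 s to score potentiation.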
D1 potentiator: human D1 dopamine receptor positive modulation. HEK293 TREx D1 cells, calcium flux, dopamine EC20 potentiation. potentiation, % at 10 µM. 360,000 tested, 0.036% active. P21728; in the data active means potentiation above about 30%; further: 0% is about no effect
Target sequence (P21728 whole entry, looked up): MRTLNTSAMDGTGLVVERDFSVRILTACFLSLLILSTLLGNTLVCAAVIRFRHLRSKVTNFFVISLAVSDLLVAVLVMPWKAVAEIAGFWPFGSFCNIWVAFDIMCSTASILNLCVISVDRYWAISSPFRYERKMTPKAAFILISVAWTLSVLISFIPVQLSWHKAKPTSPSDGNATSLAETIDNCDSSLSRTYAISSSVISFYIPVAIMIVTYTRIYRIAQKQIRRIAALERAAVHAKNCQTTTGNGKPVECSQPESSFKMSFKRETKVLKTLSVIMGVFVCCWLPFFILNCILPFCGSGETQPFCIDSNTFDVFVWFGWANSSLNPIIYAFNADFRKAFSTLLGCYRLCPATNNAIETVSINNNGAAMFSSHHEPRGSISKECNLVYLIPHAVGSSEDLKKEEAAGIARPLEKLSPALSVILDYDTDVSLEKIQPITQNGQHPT
D2 antag: antagonists of human D2 dopamine receptor; AID 485344; P14416; HEK293 TREx D2 cells, calcium flux, dopamine EC80; 340,000 tested, 2% active; inhibition, % at 10 µM; in the data active means inhibition above about 30%; further: 0% is about no effect
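Dopamine at EC80 is the agonist stimulus; test compounds precede it by 180 s. Calcium flux read kinetically in a force-coupled, inducible HEK293 T-REx D2 cell line.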
TRHR agonist: agonists of human TRH receptor. TRHR cells, calcium flux fluo-8, FDSS agonist mode. activation, % at 2 µM. 360,000 tested, 0.18% active. AID 493084; further: 0% is about no effect
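Agonist-mode FDSS calcium read (Ex 480/Em 530, 1 s cycles) in 1536-well TRHR cells with fluo-8 dye, after 10-cycle baseline and 23 nL compound addition; TRH at EC20 (10 nM final) added afterwards for the enhancer phase.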
D1 ag: activates the human D1 dopamine receptor; HEK293 T-REx D1 cells, calcium flux, agonist mode; 360,000 tested, 1% active; P21728; activation, % at 2 µM; further: 0% is about no effect
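Tetracycline-induced HEK293 TREx D1 cells, force-coupled to calcium signalling, were dye-loaded with a no-wash calcium kit. Compound was pin-added after a 10 s baseline. Fluorescence was read kinetically at 1 cycle/s for 180 s, with calcium rises flagged as agonism.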
TRHR PAM: allosterically enhances the human TRH receptor; TRHR cells, fluo-8 calcium fluorescence, EC20 TRH enhancement; enhancement, % at 2 µM; 360,000 tested, 0.66% active; AID 493056; in the data active means enhancement above about 30%; further: 0% is about no effect
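TRHR-expressing cells loaded with fluo-8 calcium dye were read kinetically (ex 480/em 530) during compound addition, then stimulated with an EC20 of TRH (10 nM final). Enhancement of the Gq-mediated intracellular calcium response was scored.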
RXFP1 antag: antagonists of human relaxin receptor RXFP1; 350,000 tested, 0.59% active; AID 1259400; Q9HBX9; activity change, negative = inhibition, % at 57.5 µM; HEK293-RXFP1, relaxin-stimulated cAMP HTRF, 30 min; hits give low values;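 active means activity change of -60% or lower, but not beyond a set lower limit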; further: on the % scale 0 is the no-effect control and ±100 the full control effect
D2 agonist: D2 dopamine receptor (human) agonism; P14416; HEK293 T-REx D2 cells, calcium flux agonist mode; activation, % at 2 µM; 340,000 tested, 0.53% active;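 active means activation over 3 SD above normal in the single-dose calcium agonist read, cut at about 30% in these data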; further: 0% is about no effect
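Agonism scored from kinetic calcium signal (1 read/sec, 180 s) following compound pin transfer, after a 10 s baseline. Cells: HEK293 Trex line expressing inducible D2 receptor coupled to calcium, dye-loaded after overnight culture at 30 C.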
D1 antag: blocks dopamine activation of the human D1 receptor; HEK293 TREx D1 cells, calcium flux, dopamine EC80; hits give low values; activity change, negative = inhibition, % at 10 µM; 360,000 tested, 3.2% active; AID 504652; in the data active means activity change below about -30%; further: on the % scale 0 is the no-effect control and ±100 the full control effect
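Tetracycline-induced HEK293 T-REx cells with force-coupled D1 receptor were loaded with a no-wash calcium dye. Compound was added after a 10 s baseline and read kinetically for 180 s; EC80 dopamine was then added and calcium flux followed another 180 s.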
An asterisk follows results filed as active. Unless noted, no stated cut-off is given here; in the data, active means activation above about 30%; inactive means the rest. This is a random part of the collection. Share with any hit: about 7.3%.

What do the screens show for `COc1ccccc1NC(=O)CN(C)S(=O)(=O)c1cc(C)ccc1OC`?
D1 potentiator: -9; TRHR agonist: -0.6; D1 ag: 0; TRHR PAM: -1; RXFP1 antag: 11; D1 antag: -13

Results for Cc1cc(C)cc(N2CC(C(=O)Nc3cc(C)on3)CC2=O)c1 (configuration not stated) ?
D2 potentiator: -5; D1 potentiator: -3; D2 antag: -5; TRHR agonist: -0.1; D1 ag: 2; TRHR PAM: -2; RXFP1 antag: 17; D2 agonist: 0.0; D1 antag: -8

What do the screens show for `CC(=O)c1cccc(NC(=S)NC(=O)c2cncc(Br)c2)c1`?
D2 potentiator: -9; D1 potentiator: 8; D2 antag: -18; TRHR agonist: -0.8; D1 ag: -2; TRHR PAM: 7; RXFP1 antag: 3; D2 agonist: -4.7; D1 antag: 7

Results for CC(C)(C)N(C(=O)Cn1nnc(-c2ccc(F)cc2)n1)C(C(=O)NC1CCCC1)c1ccncc1 (configuration not stated) ?
D2 potentiator: 1; D1 potentiator: -5; D2 antag: 0; TRHR agonist: -0.1; D1 ag: 2; TRHR PAM: -3; RXFP1 antag: -4; D2 agonist: -0.5; D1 antag: -4

What do the screens show for `COc1ccc(OC)c(C2/C(=C(\O)c3ccc4c(c3)OCCO4)C(=O)C(=O)N2CC2CCCO2)c1` (configuration not stated)?
D2 potentiator: -8; D1 potentiator: -8; D2 antag: 11; TRHR agonist: -1.0; D1 ag: 2; TRHR PAM: 6; RXFP1 antag: 5; D2 agonist: 1.7; D1 antag: -2

Results for O=C1CCN(S(=O)(=O)c2ccccc2)CCN1CCOCc1ccc(F)cc1 ?
D2 potentiator: 3; D1 potentiator: -5; D2 antag: 22; TRHR agonist: -0.3; D1 ag: 1; TRHR PAM: 4; D2 agonist: -0.6; D1 antag: 19

What do the screens show for `CCOC(=O)c1sc2ncn(CC(=O)Nc3cc(C)cc(C)c3)c(=O)c2c1C`?
D2 potentiator: 6; D1 potentiator: 2; TRHR agonist: 0.0; D1 ag: 2; TRHR PAM: 6; D2 agonist: -0.5; D1 antag: 3

How did O=C(NCCO)C(=O)NCC1OCCCN1S(=O)(=O)c1cc(F)ccc1F (configuration not stated) do in these assays?
D2 potentiator: 7; D1 potentiator: 8; D2 antag: 0; TRHR agonist: 0.1; D1 ag: 1; TRHR PAM: 2; RXFP1 antag: -5; D2 agonist: -0.5; D1 antag: -2

What do the screens show for `CC(=O)N/N=C\c1ccccc1OC/C=C/c1ccccc1`?
D2 potentiator: -2; D1 potentiator: 0; D2 antag: 2; TRHR agonist: 0.8; D1 ag: 2; TRHR PAM: -8; RXFP1 antag: -14; D2 agonist: 0.5; D1 antag: -3

What do the screens show for `Cc1ccc(NC(=O)c2sc3nc(-c4ccc(F)cc4)cn3c2C)c(C)c1`?
D2 potentiator: -19; D1 potentiator: -2; TRHR agonist: -0.1; D1 ag: 0; TRHR PAM: 1; RXFP1 antag: -4; D2 agonist: 0.6; D1 antag: 0

How did N#Cc1ccccc1OCC(=O)NC(N)=O do in these assays?
D2 potentiator: 16; D1 potentiator: -3; D2 antag: 11; TRHR agonist: 0.9; D1 ag: 0; TRHR PAM: -1; RXFP1 antag: 3; D2 agonist: 0.8; D1 antag: 13

How did CCOCCCNC(=O)c1ccc(-n2c(=S)[nH]c3ccccc3c2=O)cc1 do in these assays?
D2 potentiator: 0; D1 potentiator: -1; D2 antag: 0; TRHR agonist: 0.3; D1 ag: 4; TRHR PAM: -2; RXFP1 antag: -90*; D2 agonist: 0.8; D1 antag: -11

How did CC(=O)c1cccc(NC(=O)Cn2c(=O)oc3cc(S(=O)(=O)NC4CCCC4)ccc32)c1 do in these assays?
D2 potentiator: 12; D1 potentiator: -5; TRHR agonist: 0.2; D1 ag: 0; TRHR PAM: 6; D2 agonist: -0.2; D1 antag: -26

What do the screens show for `COc1ccc(CNC(=O)Cc2csc3nc(-c4ccc(F)cc4)cn23)cc1`?
D2 potentiator: 7; D1 potentiator: 1; TRHR agonist: 0.2; D1 ag: 5; TRHR PAM: -1; RXFP1 antag: -6; D2 agonist: -0.3; D1 antag: 2

What do the screens show for `CN(Cc1cnn(C)c1)C(=O)c1cc(COc2c(F)cccc2F)on1`?
D2 potentiator: 3; D1 potentiator: -3; D2 antag: -3; TRHR agonist: 0.8; D1 ag: 1; TRHR PAM: -1; RXFP1 antag: -9; D2 agonist: 0.4; D1 antag: -1

Results for COc1ccc(C)cc1S(=O)(=O)N(C)CC(=O)NC1CCCCC1 ?
D2 potentiator: 3; D1 potentiator: 0; D2 antag: 9; TRHR agonist: 0.3; D1 ag: 0; TRHR PAM: 3; RXFP1 antag: -5; D2 agonist: -0.5; D1 antag: -2

What do the screens show for `CN(Cc1ccc(F)cc1)C(=O)c1ccc(NS(=O)(=O)c2ccccc2)cc1`?
D2 potentiator: 10; D1 potentiator: -8; D2 antag: -9; TRHR agonist: -0.1; D1 ag: 4; TRHR PAM: 3; RXFP1 antag: 13; D2 agonist: 1.0; D1 antag: -16

What do the screens show for `Cc1ccc(CN2C(=O)SC(Nc3ccc(Cl)cc3)C2=O)cc1` (configuration not stated)?
D2 potentiator: -10; D1 potentiator: 1; TRHR agonist: 0.1; D1 ag: -1; TRHR PAM: -2; RXFP1 antag: -25; D2 agonist: 0.0; D1 antag: -3

Results for OC(CNC1CCCCC1)CNC1CCCCC1 ?
D2 potentiator: -7; D1 potentiator: -7; D2 antag: 3; TRHR agonist: 4.4; D1 ag: 9; TRHR PAM: 2; RXFP1 antag: 5; D2 agonist: 0.1; D1 antag: -10

Results for COc1ccc(C/C(=N\OC(C)=O)c2ccc(OC)cc2)cc1 ?
D2 potentiator: 5; D1 potentiator: -5; D2 antag: 0; TRHR agonist: 0.1; D1 ag: 1; TRHR PAM: 5; RXFP1 antag: -22; D2 agonist: -0.3; D1 antag: 17

Results for CCCCN1C(=O)/C(=C/C=C2\SCCN2C)SC1=S ?
D2 potentiator: -9; D1 potentiator: -1; D2 antag: 3; TRHR agonist: 20; D1 ag: 94*; TRHR PAM: -1; RXFP1 antag: -11; D2 agonist: 8.1; D1 antag: -39*

Results for O=C(c1cccnc1)N(c1cc2sc(=O)oc2c2ccccc12)S(=O)(=O)c1ccccc1 ?
D2 potentiator: 10; D1 potentiator: -3; D2 antag: 3; TRHR agonist: -1.0; D1 ag: 1; TRHR PAM: 1; RXFP1 antag: -17; D2 agonist: -2.5; D1 antag: -3

Results for CCNC(=S)N/N=C(\C)c1ccco1 ?
D2 potentiator: 5; D1 potentiator: 0; D2 antag: -2; TRHR agonist: 0.1; D1 ag: 0; TRHR PAM: 4; RXFP1 antag: -5; D2 agonist: 0.4; D1 antag: 1

How did Cc1ccc(C(NC(=O)NC(C)c2ccccc2)C(Cl)(Cl)Cl)cc1F (configuration not stated) do in these assays?
D2 potentiator: -1; D1 potentiator: -2; D2 antag: 9; TRHR agonist: -0.5; D1 ag: 10; TRHR PAM: -13; RXFP1 antag: -22; D2 agonist: 0.2; D1 antag: -14

How did N#Cc1cc2c(nc1Cl)CCCC2 do in these assays?
D2 potentiator: 10; D1 potentiator: 5; D2 antag: 3; TRHR agonist: 0.1; D1 ag: 4; TRHR PAM: 12; RXFP1 antag: -10; D2 agonist: -0.3; D1 antag: -6

How did Cc1cc2c(s1)c1cnn(Cc3cccc([N+](=O)[O-])c3)c(=O)c1n2C do in these assays?
D1 potentiator: 6; TRHR agonist: -0.4; D1 ag: 9; TRHR PAM: 6; D1 antag: -5

What do the screens show for `CCC(=O)N1CCc2cc(Br)cc(S(=O)(=O)CCC(=O)NCCc3ccc(OC)c(OC)c3)c21`?
D2 potentiator: 4; D1 potentiator: 0; TRHR agonist: -0.6; D1 ag: 3; TRHR PAM: 3; RXFP1 antag: -18; D2 agonist: -0.5; D1 antag: 6

How did COc1ccc(-c2nc3cc(NC(=O)c4cc5ccccc5o4)ccc3o2)cc1 do in these assays?
D2 potentiator: -1; D1 potentiator: 1; TRHR agonist: 0.5; D1 ag: 3; TRHR PAM: 4; RXFP1 antag: 0; D2 agonist: 0.3; D1 antag: -9

How did CC1(C)C(=O)NCCN1C(=O)CCCC(=O)O do in these assays?
D2 potentiator: -5; D1 potentiator: -1; D2 antag: -5; TRHR agonist: -0.2; D1 ag: 4; TRHR PAM: -6; RXFP1 antag: 11; D2 agonist: 1.7; D1 antag: 1

What do the screens show for `NC(=O)Cc1nc(-c2ccccc2)cs1`?
D2 potentiator: -13; D1 potentiator: -4; D2 antag: 0; TRHR agonist: 0.4; D1 ag: 2; TRHR PAM: 0; RXFP1 antag: -6; D2 agonist: -0.1; D1 antag: 5

Structural class: the compounds so far containing a cyano group
How did N#Cc1ccccc1OCC(=O)NC(N)=O do in these assays?
D2 potentiator: 16; D1 potentiator: -3; D2 antag: 11; TRHR agonist: 0.9; D1 ag: 0; TRHR PAM: -1; RXFP1 antag: 3; D2 agonist: 0.8; D1 antag: 13

How did N#Cc1cc2c(nc1Cl)CCCC2 do in these assays?
D2 potentiator: 10; D1 potentiator: 5; D2 antag: 3; TRHR agonist: 0.1; D1 ag: 4; TRHR PAM: 12; RXFP1 antag: -10; D2 agonist: -0.3; D1 antag: -6

Next part:
Results for CC(C)[C@H](NC(=O)N1CC(=O)Nc2ccccc21)C(=O)Nc1nccs1 ?
D2 potentiator: 13; D1 potentiator: -4; D2 antag: 28; TRHR agonist: 0.6; D1 ag: 4; TRHR PAM: -2; RXFP1 antag: 2; D2 agonist: -0.8; D1 antag: -2

How did CCc1ccc2c(c1)c(=O)c(C(=O)c1ccc(C)cc1)cn2CC(=O)Nc1ccc2c(c1)OCCO2 do in these assays?
D2 potentiator: -19; D1 potentiator: -2; TRHR agonist: 0.6; D1 ag: 3; TRHR PAM: 13; D2 agonist: 0.5; D1 antag: -7

What do the screens show for `N#Cc1cc2c(nc1SCC(=O)Nc1sc3c(c1C#N)CCC3)CCCC2`?
D2 potentiator: 2; D1 potentiator: -1; D2 antag: 5; TRHR agonist: 0.1; D1 ag: 0; TRHR PAM: 0; RXFP1 antag: -2; D2 agonist: -0.1; D1 antag: -12

How did Cc1ccc(C2=NS(=O)(=O)N(C)C(C(=O)Nc3cc(C)n(CC(=O)N4CCCCC4)n3)=C2)cc1 do in these assays?
D2 potentiator: 13; D1 potentiator: 1; D2 antag: 0; TRHR agonist: -0.7; D1 ag: 2; TRHR PAM: 1; RXFP1 antag: 3; D2 agonist: 0.0; D1 antag: -9

Results for CC(=O)c1cnc(Oc2cc(Cl)ccc2Cl)nc1C ?
D2 potentiator: 13; D1 potentiator: 0; D2 antag: -9; TRHR agonist: -0.6; D1 ag: 0; TRHR PAM: 1; RXFP1 antag: 3; D2 agonist: -1.3; D1 antag: -5

How did CCS(=O)(=O)Nc1ccc(C(=O)c2ccccc2)cc1 do in these assays?
D2 potentiator: 3; D1 potentiator: 7; D2 antag: -6; TRHR agonist: 0.1; D1 ag: 2; TRHR PAM: -4; RXFP1 antag: 9; D2 agonist: 0.4; D1 antag: -7
